CBFb-RUNX1 inh = blocks binding between human CBF-beta and RUNX1; AlphaScreen CBFb-His/RUNX1-biotin binding, biochemical; AID 1477; Potency, µM (top dose mostly 59.8 µM), inactives show top-dose activity, negative = inhibition, hits mostly inhibitors; Q01196+Q13951; 230,000 tested, under 10 active; further: % of control where 0% means no effect
Target sequence (Q01196 whole entry, looked up): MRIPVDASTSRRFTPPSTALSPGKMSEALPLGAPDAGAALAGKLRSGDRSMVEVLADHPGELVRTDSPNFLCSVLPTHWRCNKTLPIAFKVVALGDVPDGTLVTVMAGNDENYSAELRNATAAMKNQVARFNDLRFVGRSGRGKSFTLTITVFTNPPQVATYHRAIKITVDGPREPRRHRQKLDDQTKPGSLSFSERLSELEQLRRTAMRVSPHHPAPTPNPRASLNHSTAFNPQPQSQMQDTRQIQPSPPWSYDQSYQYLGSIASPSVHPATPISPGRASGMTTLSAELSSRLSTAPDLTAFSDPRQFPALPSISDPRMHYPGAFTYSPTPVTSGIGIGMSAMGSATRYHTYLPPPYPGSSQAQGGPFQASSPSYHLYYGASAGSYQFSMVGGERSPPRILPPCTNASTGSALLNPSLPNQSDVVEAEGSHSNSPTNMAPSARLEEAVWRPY
Target sequence (Q13951 whole entry, looked up): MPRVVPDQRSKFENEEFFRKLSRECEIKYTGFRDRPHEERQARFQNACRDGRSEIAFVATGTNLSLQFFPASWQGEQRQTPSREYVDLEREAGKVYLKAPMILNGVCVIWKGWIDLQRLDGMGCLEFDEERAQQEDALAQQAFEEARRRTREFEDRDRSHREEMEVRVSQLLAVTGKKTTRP
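Read-out: AlphaScreen. Format: His-CBF-beta with biotinylated RUNX1 (30 nM each) preincubated 20 min, compound 15 min, Ni-chelate plus streptavidin beads 90 min; room temperature throughout.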
HTT aggregate = reduces HttQ103-GFP aggregates in PC12 cells; PC12 HttQ103-GFP aggregates, Acumen cytometry, 40 h; Potency, µM (titrated, usually from 46.1 µM), inactives show at the highest dose activity change, negative = inhibition, usual class: inhibitors; 220,000 compounds, 1.1% hits; further: potency means the concentration at half of the fitted maximal effect; on the % scale 0 is the no-effect control and ±100 the full control effect; nearly all actives have a fitted effect of over 60% in size
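Huntingtin Q103 exon 1–GFP aggregates in induced PC12 cells (100 nM tebufenozide) were quantified by cytometry from lysates, with compounds dosed in titration.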
GAA inh = inhibitors of human lysosomal alpha-glucosidase. P10253. purified human GAA, 4-MU-alpha-glucoside fluorescence. Potency, µM (top dose mostly 76.9 µM), for inactives: at the top dose activity change, negative = inhibition, actives largely listed as inhibitors. 200,000 compounds, 0.005% hits;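 further: potency means the concentration at half of the fitted maximal effect; plate controls were uninhibited enzyme wells for no effect and no-enzyme background for full effect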
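AC50 values come from Hill fits of compound titrations (up to 77 uM) against 4 nM human enzyme. Substrate 4-methylumbelliferyl-alpha-D-pyranoside at 400 uM, pH 5.0 citrate buffer, 20 min room temperature; fluorescence Ex 365/Em 440 after alkaline stop.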
Lamin A splicing = LMNA splicing modulation; HeLa LMNA splicing GFP/RFP minigene ratio, 48 h; Potency, µM (top dose mostly 46.1 µM), for inactives: at the highest dose ratio change, negative = inhibition, most hits filed as inhibitors; 200,000 compounds, 0.01% hits; active means well fitted inhibition curve with a large enough effect in the signal ratio, with a control signal flat, not every such curve was filed as active; inconclusive means small, poorly fitted or top-dose-only effect, or effect the other way, or a change in a side signal; the % refers to the signal ratio; further: potency means the concentration at half of the fitted maximal effect; on the % scale 0 is the no-effect control and ±100 the full control effect
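S3 HeLa stable clones carrying a lamin A-EGFP splicing minigene plus DsRed2 were seeded at 600 cells/well in Opti-MEM with 2% FBS, pin-dosed and incubated 48 h at 37°C. Acumen cytometry (488 nm) gave the GFP/RFP total-intensity ratio.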
GAA glycogen = inhibitors or activators of human alpha-glucosidase glycogen cleavage | Potency, µM (highest dose often 76.4 µM), for inactives: at the top dose activity change, negative = inhibition, actives largely listed as inhibitors | recombinant GAA, glycogen substrate, Amplex Red glucose oxidase fluorescence | P10253 | AID 2100 | 300,000 compounds, 0.38% hits;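 further: potency means the concentration at half of the fitted maximal effect; 0% = full enzyme reaction and -100% = no-enzyme basal signal; the screen sought inhibitors and activators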
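Recombinant enzyme (4 nM final) with compounds titrated up to 77 uM and bovine liver glycogen (30 ug) in citrate pH 5.0, 0.01% Tween-20, 37 C 40 min. Released glucose detected by Amplex Red/glucose oxidase (Ex 573/Em 610); AC50 from Hill fits.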
HTT ATP protect = Huntington cell model cytoprotection by ATP luminescence; Potency, µM (top dose mostly 56.4 µM), for inactives: cytoprotection (ATP increase), actives largely listed as activators; AID 1471; PC12 HTT-Q103 induced, cytoprotection, ATP luminescence, 40 h; 230,000 compounds, 0.14% hits;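 further: potency means the concentration at half of the fitted maximal effect; % of control where 0% means no effect; nearly all actives have a fitted effect of over 45% in size; toxic huntingtin expression switched on by the ecdysone agonist tebufenozide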
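Quantitative HTS on tebufenozide-induced (100 nM) PC12 cells expressing HTTQ103 exon 1–GFP; compounds tested as a concentration series; survival measured via cellular ATP.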
aGlu spleen mod = inhibitors or activators of human alpha-glucosidase in spleen homogenate | P10253 | human spleen homogenate, 4-MU-alpha-glucoside fluorescence | 240,000 compounds, 0.006% hits | Potency, µM (doses to about 79.9 µM), without a hit: top-dose activity change, negative = inhibition, hits mostly inhibitors | AID 2112;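 further: potency means the concentration at half of the fitted maximal effect; 0% = enzyme with vehicle and -100% = no enzyme basal signal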
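Compounds were titrated against alpha-glucosidase in spleen homogenate at pH 5.0, with 1 mM 4-methylumbelliferyl substrate for 40 min at 37 C. Reactions were quenched with pH 10 NaOH/glycine and fluorescence measured.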
Active calls of the source: *; ? = inconclusive; / = not tested or not shown; & = joins results of further samples; [ ] = remark or other dose. Unless noted, the call rests on the fitted dose curve; in most records, active means well fitted curve in the direction sought with a large enough effect; inconclusive means small, poorly fitted or top-dose-only effect, or another doubt; inactive means no such curve, though single readings can be large; an effect the other way counts as inactive or inconclusive.

Values run as follows: aGlu spleen mod	Lamin A splicing	GAA inh	HTT aggregate	CBFb-RUNX1 inh	HTT ATP protect	GAA glycogen
Cc1cc(SCC(=O)NC(=O)NCc2ccco2)nc2c(C)cccc12
    -7%	-8%	-3%	-6%	-24%	-18%	2%
CCn1cc(C(=O)N2CCN(c3cccc(Cl)c3)CC2)c2cc(OC)c(OC)cc2c1=O
    2%	?	-6%	3%	-4%	18%[10 µM]	11%[76.3 µM]
CCOc1cc(C(=O)OCC(=O)Nc2c(C)cccc2C)ccc1OCC(=O)N1CCOCC1
    -2%	-11%	4%	4%	-4%	5%[10 µM]	-1%
COc1ccc(C)cc1NC(=O)C(OC(=O)c1ccc([N+](=O)[O-])o1)c1ccccc1 (stereo not drawn)
    5%	0%	-4%	4%	-3%	47%[0.074 µM]	-5%
Cc1ccccc1C(O)c1ccncc1 (stereo not drawn)
    -19%	6%	2%	-11%	4%	-17%	13%
O=C(NCc1cccc(C(F)(F)F)c1)C1CC(c2ccccc2[N+](=O)[O-])=NO1 (stereo not drawn)
    -4%	14%	1%	-27%	3%	-32%	8%
COC(=O)NC(C)N1C(=O)C2C3C=CC(C3)C2C1=O (stereo not drawn)
    0%	/	0%	-9%	-3%	-52%[inhibitor]	5%
O=C(O)CC(C(=O)O)N1C(=O)/C(=C/C=C/c2ccco2)SC1=S (stereo not drawn)
    0%	/	/	-1%[9.22 µM]	/	11%[10 µM]	-17%
COc1ccc(Cc2noc(CN3CCCC(C(=O)c4cccs4)C3)n2)cc1OC (stereo not drawn)
    -8%	/	-5%	-15%	-1%	7%	8%
CC(=O)Cc1nsc(NC(=O)c2ccc(-c3cc(C(F)(F)F)ccc3Cl)o2)n1
    -6%	-21%	-8%	2µM*	-2%	0%	1%
COc1ccc(CC(=O)NCc2n[nH]c(=S)n2-c2ccccc2OC)cc1
    -23%	?	3%	2%	-11%	-10%	5%
C=CCNC(=O)C1CC(=O)N(c2ccc(OCC(=O)NCc3ccccc3)cc2)C1 (stereo not drawn)
    -14%	-8%	-5%	18%	3%	-5%	8%
O=C(c1ccc(Oc2ccccc2)cc1)c1nc2c(n1O)CCCC2
    -6%	-30%	-10%	2%	-13%	9%[10 µM]	9%
CC(=O)Nc1ccc2nc(NC(=O)c3cccnc3)sc2c1
    -5%	-13%[46 µM]	5%	-9%[9.22 µM]	3%	-1%[10 µM]	3%
CCCOc1ccc(-c2nnc(-c3cccs3)o2)cc1
    -1%	-1%	3%	-13%	7%	-1%[10 µM]	-8%
O=C(/C=C/c1ccc([N+](=O)[O-])cc1)N1CCN(S(=O)(=O)c2cccs2)CC1
    5%	?	-2%	16%[9.22 µM]	14%	19%[10 µM]	2%
O=C(CNC(=O)c1ccc(Cl)cc1Cl)NCCCn1ccnc1
    4%	3%	3%	1%[9.22 µM]	-3%	?	-11%
O=C(CSc1nc2ccc(N3CCOCC3)cc2c(=O)n1CCc1ccccc1)NCC1CCCO1 (stereo not drawn)
    -10%	/	-2%	-22%	-3%	-29%	-3%
CC(C)Cc1nccs1
    -1%	/	/	/	-2%[21.7 µM]	-1%	/
O=C(NCc1ccncc1)c1ccc(Br)cc1
    2%	7%	-6%	-31%	5%	-17%[10 µM]	3%
CN(C(=O)c1ccc(OC2CCN(C(=O)c3cccnc3)CC2)cc1)C1CCCCC1
    -2%	7%[46 µM]	-7%	30%[9.22 µM]	4%	?	6%
COc1ccc(OCC(=O)NNC(=O)c2cccc(O)c2)cc1
    -7%	/	2%	-4%	2%	8%	4%
COc1ccc(NC(=O)C(C)NS(=O)(=O)c2ccc(NC(C)=O)cc2)cc1Cl (stereo not drawn)
    -3%	-7%	7%	14%	3%	5%[10 µM]	-2%
CC(C(=O)N1CCOCC1)N1C(=O)C2C3CC(C(Br)C3Br)C2C1=O (stereo not drawn)
    -14%	6%	-23%	8%	6%	16%[0.074 µM]	-3%
CCOC(=O)c1c(C)n(CC(COC(C)=O)OC(C)=O)c2ccc(OC(C)=O)cc12 (stereo not drawn)
    -2%	4%	?	-1%[9.22 µM]	1%	-10%	-9%
COc1ccc(Cl)cc1NC(=S)NCc1cccs1
    -1%	/	-8%	4%	-1%	-17%	?
COc1ccc(-c2c(C)oc3cc(O)cc(O)c3c2=O)cc1OC
    0%	-3%	9%	-17%	5%	-3%	-7%
O=C(NC1CCSC1=O)c1ccc(Oc2ccc(F)cc2)nc1 (stereo not drawn)
    0%	12%	-9%	-1%	6%	-4%	6%
Cc1ccc(-c2csc(/C(C#N)=C/Nc3ccccc3SC(F)(F)F)n2)cc1
    -12%	-1%	3%	4%	-4%	-11%[10 µM]	4%
O=C(CSc1nnc(-c2ccncc2)n1Cc1ccco1)Nc1ccccc1Cl
    -3%	9%	-7%	7%	0%	-11%[10 µM]	0%
COc1cc(O)sc1C=Nc1ccc(Cl)cc1Cl
    /	?	-1%	17%	11%	-35%	-5%
C/C=C/c1c(F)c(F)c(Oc2ccc(C(=O)O)cc2)c(F)c1F
    -9%	13%	-9%	?	3%	7%	7%
CCN(CC1COc2ccccc2O1)C(=S)Nc1ccc(F)cc1 (stereo not drawn)
    4%	?	?	-7%	-14%	18%[10 µM]	-6%
COC(=O)c1sc2ncn(N)c(=O)c2c1C
    1%	/	/	-8%[9.22 µM]	9%	-8%[10 µM]	2%
Cn1c(SCc2nc(-c3ccccc3)no2)nnc1-c1ccco1
    -1%	9%	-8%	2%	2%	-7%	-5%
CCOC(=O)CC(NC(=O)Cn1nnc(-c2ccccc2C)n1)c1ccc(OC)cc1 (stereo not drawn)
    -2%	/	?	14%	?	/	5%
O=C(/C=C/c1ccncc1)c1ccc(NC(=O)c2ccccc2F)cc1
    1%	-9%	-1%	?	-24%	/	0%
CCOC(=O)Cn1c(=O)c(C#N)cn(C(C)C)c1=O
    -2%	25%[46 µM]	1%	11%[9.22 µM]	3%	-2%[10 µM]	-8%
c1ccc(-c2nc(CSc3n[nH]c(-c4cccs4)n3)cs2)cc1
    -7%	3%	-13%	?	-5%	-41%[inhibitor]	3%
COc1ccc2[nH]c(-c3ccccc3)cc2c1
    7%	/	/	-23%[9.22 µM]	2%	31%[10 µM]	-3%
O=c1c2c3c(sc2nc2n1CCCCC2)CCCC3
    0%	?	-3%	1%	0%	-15%	-1%
Fc1ccc(-n2c(Cc3ccccc3)nnc2SCc2nc(-c3cccs3)no2)cc1
    -10%	-11%	-14%	-19%	2%	13%[10 µM]	-9%
Cc1onc(-c2c(F)cccc2Cl)c1C(=O)O/N=C(\N)c1ccc([N+](=O)[O-])o1
    -4%	/	-3%	4%[9.22 µM]	-29%	7%[10 µM]	-2%
CCCc1nc2ccccc2c(C(=O)OCC(=O)Nc2ccc(S(=O)(=O)N3CCOCC3)cc2)c1CC
    -30%	?	-10%	?	-5%	-23%	-15%
O=C(/C=C/c1cccs1)N1CCOCC1
    -1%	10%	2%	-9%	2%	12%[10 µM]	3%
Cc1cccc(NC(=S)Nc2c(C)n(C)n(-c3ccccc3)c2=O)c1C
    1%	-4%	10%	25%	5%	6%[10 µM]	3%
C=CCn1c(=N)c(C(=O)NCCCOC)cc2c(=O)n3ccccc3nc21
    15%	?	?	9%	0%	1%[10 µM]	-2%
COC(=O)c1cc(-c2ccc(OC)cc2)on1
    -9%	/	1%	-1%[9.22 µM]	14%	5%[10 µM]	-10%
COc1ccc(COC(=O)N/N=C2/C[C@@H](O)[C@@H](O)[C@@H]3[C@@H]4C(=O)N(C[C@@H]5CCCO5)C(=O)[C@H]4CC[C@H]23)cc1
    -3%[17.4 µM]	/	/	/	1%[13.1 µM]	-2%[10 µM]	/
CCOC(=O)CSC1=C(C#N)C(c2ccco2)C(C(=O)OCc2ccccc2)=C(C)N1 (stereo not drawn)
    3%	-23%	-13%	10%	25%	-3%[0.074 µM]	?
O=C1C=C(N2CCN(C3=CC(=O)CCC3)CC2)CCC1
    -5%	5%	1%	-23%	2%	-7%	-16%
Cc1ccc(-c2ccc(/C=N/NC(=O)Cc3nnc(N)s3)o2)cc1Cl
    7%	/	/	-21%[9.22 µM]	-28%	0%[10 µM]	/
Cc1cc(=O)[nH]c(SCC(=O)c2c(N)n(C)c(=O)n(C)c2=O)n1
    -6%	-13%	-4%	5%	2%	-6%	4%
CCN1CCN(CCOc2cccc(Cl)c2Cl)CC1
    4%	/	?	-3%[9.22 µM]	4%	-8%[10 µM]	-13%
O=C(CC1C(=O)CCCC1=O)c1ccccc1
    15%	-15%[46 µM]	-6%	-2%	6%	-3%	-22%
COc1ccc(OC)c(C(Nc2ccccc2)P(=O)(OC(C)C)OC(C)C)c1 (stereo not drawn)
    -1%	/	/	-6%[9.22 µM]	6%	0%[10 µM]	8%
O=C(CCSc1ccc(Cl)cc1)NCc1ccccn1
    -1%	4%[46 µM]	9%	5%[9.22 µM]	6%	1%[10 µM]	23%
O=c1[nH]ccc2c(S(=O)(=O)N3CCCNCC3)cccc12
    -1%&-9%	/	/	/	16%&13%	-41%	/
CC(C)CCn1c(SCC(=O)N2CC(=O)Nc3ccccc32)nc2scc(-c3cccs3)c2c1=O
    -5%	3%	3%	6%	-24%	-16%	3%
Cc1nc(C)c(C(=O)Nc2cccc(C)c2C)o1
    -16%	-6%	5%	-5%	6%	-5%	0%
O=C(N/N=C1/CCSC1)c1cc(Br)ccc1O
    7%	9%[9.22 µM]	7%	-4%[9.22 µM]	-8%	-62%[inhibitor][1.9 µM]	?
CSc1ccccc1-c1nnc(-c2ccc(Cl)cc2Cl)o1
    -2%	17%	-7%	2%	2%	-59%[inhibitor]	-4%
